High-throughput results as filed in PubChem.
zVAD death inh: blocks zVAD induced death of L929 cells; L929 zVAD necroptosis rescue, ATP luminescence, 24 h; with zVAD 60 µM; 220,000 tested, 0.38% active; viability rescue, % at 10 µM; AID 1377;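 active = activation, scaled between plate controls, above about 75%, limit read from the data; inactive = activation under that limit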;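 note: 0% = zVAD with DMSO and 100% = DMSO alone without zVAD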
FXIa inh 1536: inhibitors of human coagulation factor XIa. P03951. purified FXIa, Boc-Glu-Ala-Arg-AMC fluorogenic substrate. inhibition, % at 5 µM. 220,000 tested, 0.14% active. AID 798;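 active = inhibition of at least 40%; inactive = inhibition below 40%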;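 note: fluorescence of freed AMC excited at 355 nm; 0% = enzyme without compound and 100% = no enzyme blank; many of its hits are not listed in these tables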
PGE2 EP2 inh: blocks the human prostaglandin E2 receptor EP2 | 260,000 tested, 0.52% active | inhibition, % at 25 µM | C6 glioma cells expressing human EP2, cAMP TR-FRET; cells stimulated with saturating PGE2 | AID 1422;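 active = percent inhibition above 40 after rounding to a whole number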;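 note: rat C6 glioma host cells with rolipram phosphodiesterase inhibitor present; the protocol text gives 20 µM as final concentration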
Target sequence (P43116 whole entry, looked up): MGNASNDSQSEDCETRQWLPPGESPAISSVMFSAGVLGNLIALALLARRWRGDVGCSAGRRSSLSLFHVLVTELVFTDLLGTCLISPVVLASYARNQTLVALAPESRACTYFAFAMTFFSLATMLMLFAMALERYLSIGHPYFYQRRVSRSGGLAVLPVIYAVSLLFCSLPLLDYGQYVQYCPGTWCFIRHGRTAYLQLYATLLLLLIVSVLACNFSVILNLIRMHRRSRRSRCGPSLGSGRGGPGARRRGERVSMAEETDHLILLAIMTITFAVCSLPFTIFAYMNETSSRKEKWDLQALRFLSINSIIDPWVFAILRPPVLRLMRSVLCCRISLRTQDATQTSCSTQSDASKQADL
Wee1 degr inh: blocks degradation of human Wee1 kinase. P30291. HeLa Luc-Wee1K328M stability, luciferase luminescence; 100% = proteasome inhibitor MG132 effect. reporter increase, % at 5 µM. 220,000 tested, 1.2% active. AID 1321;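 active = activation above the mean of all tested compounds plus 3 SD, set per screening run, cut at about 8.8% in these data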;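 note: cells exposed to compound for 20 h before luminescence read; 0% = DMSO alone and 100% = MG132 at 30 µM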
Target sequence (P30291 whole entry K328M): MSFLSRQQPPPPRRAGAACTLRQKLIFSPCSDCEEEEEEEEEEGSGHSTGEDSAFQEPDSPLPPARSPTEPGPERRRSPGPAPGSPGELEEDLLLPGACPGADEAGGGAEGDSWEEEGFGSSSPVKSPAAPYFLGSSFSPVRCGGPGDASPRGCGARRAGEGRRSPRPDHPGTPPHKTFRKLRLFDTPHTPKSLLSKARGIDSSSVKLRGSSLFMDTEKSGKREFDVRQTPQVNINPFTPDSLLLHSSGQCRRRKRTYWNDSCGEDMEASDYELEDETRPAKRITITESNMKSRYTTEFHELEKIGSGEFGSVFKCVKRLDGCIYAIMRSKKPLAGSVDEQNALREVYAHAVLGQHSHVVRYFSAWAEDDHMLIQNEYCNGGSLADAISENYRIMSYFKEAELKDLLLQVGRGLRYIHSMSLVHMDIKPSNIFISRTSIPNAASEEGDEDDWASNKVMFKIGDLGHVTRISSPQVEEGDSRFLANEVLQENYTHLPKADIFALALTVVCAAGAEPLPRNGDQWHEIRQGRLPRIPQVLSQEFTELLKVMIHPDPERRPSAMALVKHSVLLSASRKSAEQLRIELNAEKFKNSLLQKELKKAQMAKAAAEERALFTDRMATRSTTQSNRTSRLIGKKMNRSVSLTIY
FXIIa inh 1536: inhibitors of human coagulation factor XIIa; P00748; purified FXIIa, Boc-QGR-AMC fluorogenic substrate, 2 h; inhibition, % at 5 µM; 220,000 tested, 0.3% active; in the data active = inhibition above about 40%;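 note: 0% = enzyme with no compound and 100% = blank without enzyme; many of its hits are not listed in these tables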
PPC-1+TRAIL kill: compounds killing PPC-1 cancer cells with TRAIL present (potentiator screen, no TRAIL-free arm); PPC-1 cells + TRAIL, ATPLite viability luminescence; cell killing (% activity), % at 4 µM; 220,000 tested, 0.41% active; AID 1443;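 active = cell killing above 50% in the first pass at 4 µM, then a duplicate retest at 5 µM averaging 50% or more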;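 note: plate controls were cells with TRAIL plus DMSO for no effect and medium-only wells lacking cells for full effect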
CHOP inhibitor: inhibitors of CHOP induction in ER stress response | CHO-K1 CHOP-promoter luciferase, tunicamycin-induced, 15-18 h | inhibition, % at 10 µM | 220,000 tested, 3.8% active | AID 2732;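 active = compounds that reduced the stress-induced luciferase reporter signal by more than about 70% of percent inhibition, limit read from the data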;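 note: 0% = tunicamycin plus vehicle and 100% = wells without tunicamycin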
Tb hexokinase: T. brucei hexokinase 1 inhibition. AID 1430. recombinant TbHK1, G6PDH-coupled NADH A340. inhibition, % at 10 µM. 220,000 tested, 0.11% active;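 active = inhibition of 50% or more in the single-dose primary screen; inactive = inhibition below 50%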
TNF death inh: TNF-alpha cell death inhibition in Jurkat FADD-/- cells | Jurkat FADD-/- TNF necroptosis rescue, ATP luminescence, 24 h; 0 = TNF only, 100 = no-TNF cells | activation (protection from cell death), % at 10 µM | 220,000 tested, 0.068% active | AID 463075;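 active = activation, meaning protection from cell death, of at least 50% relative to plate controls; inactive = activation below 50%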;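 note: necroptosis triggered by 40 ng/mL TNF-alpha added together with compound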
An asterisk follows results filed as active; x = not tested or not shown; & = joins results of further samples; [ ] = another dose, or the depositor's remark. The list is partial. The share of hits here may be higher or lower than overall.

SMILES	zVAD death inh	FXIa inh 1536	PGE2 EP2 inh	Wee1 degr inh	FXIIa inh 1536	PPC-1+TRAIL kill	CHOP inhibitor	Tb hexokinase	TNF death inh
CC(=O)c1cc2c(cc1N/C(=N/S(=O)(=O)c1ccc(Br)cc1)c1ccccc1)OCO2	1.4	-2	3	1	8	16	7	-8	-0.5
Cc1cc(C(=O)N(C2CCCCC2)C2CCCCC2)no1	0.1	1	4	-1	12	16	24	1	-1.9
CC1CN(C(=O)CN2C(=O)c3ccccc3C2=O)CC(C)O1 (stereo not given)	-0.4	0	9	-3	0	22	20	4	-0.4
O=C(CN1C(=O)c2ccccc2S1(=O)=O)Nc1ccc(S(=O)(=O)N2CCCCCC2)cc1	0.0	11	8	-1	9	1	-9	-2	-1.3
OCCNc1nc2ccccc2n1CC(O)c1ccccc1 (stereo not given)	0.7	0	0	0	12	-4	4	-3	-1.0
Cc1cc(C)n(-c2cccc(Cl)c2)c(=O)c1C#N	-0.2	-3	11	-1	4	16	11	-9	-0.8
O=C(NCc1cccnc1)c1nn2cccnc2c1Cl	1.1	-6	6	-3	7	10	4	-11	1.3
Cc1onc(-c2ccc(Cl)cc2)c1-c1ccnc(SCC(=O)Nc2cc(Cl)cc(Cl)c2)n1	-0.2	-2	4	1	9	4	13	-41	3.5
CCOC(=O)c1ccc(Nc2ncnc3ccc(C)cc23)cc1	1.1	1	13	0	0	13	42	-5	0.2
COCCCn1c(-c2ccsc2)nc2c1c(=O)[nH]c(=O)n2Cc1ccccc1	0.5	-8	13	2	-6	4	8	10	0.4
O=C(NCc1ccc2c(c1)OCO2)NC12CC3CC(CC(C3)C1)C2	1.8	-10	6	0	2	16	1	2	-0.2
Cc1ccsc1/C=N/NC(=O)Cn1cnc2ccccc21	0.9	8	10	-1	16	3	11	11	2.7
O=C1NC(=O)/C(=C\c2ccccc2OCc2ccc([N+](=O)[O-])cc2)N1	0.1	4	14	-2	16	5	57	21	6.2
O=C(CSCc1ccc(Cl)cc1)NN=C1CCCC1	x	-13	6	-3	-5	20	10	1	5.0
COC(=O)CCC(=O)Nc1sc(C)c(C)c1C(N)=O	0.5	-7	13	2	4	-7	-5	3	1.9
Oc1c(C(Nc2nc3ccccc3s2)c2ccco2)ccc2cccnc12 (stereo not given)	55	1	17	1	-2	8	x	0	-17
Cc1ccc(NC(=O)C2CCCN2C(=O)NC2CCCCC2)cc1C (stereo not given)	-0.4	8	4	0	15	8	4	-1	0.6
Cc1cc(C(=O)CSc2nc(N)cc(N)n2)c(C)n1-c1cccc(C(F)(F)F)c1	0.6	7	8	-2	10	6	31	4	-0.7
Cc1cc(OC(=O)C(c2ccccc2)c2ccccc2)c([N+](=O)[O-])c(=O)[nH]1	1.5	5	6	-1	16	31	-1	27	0.5
COc1ccc(-n2c(C)nc3sc4c(c3c2=O)CCCC4)cc1	8.3	-4	3	0	x	7	27	5	89*
NNC(=O)/C(=N/Nc1ccccc1)S(=O)(=O)c1ccc(Cl)cc1	x	-2	8	-1	1	-1	55	-10	-7.4
O=C(O)c1cc(O)ccc1N=Nc1ccccc1	-0.1	4	7	-2	10	21	-53	-40	1.5
COc1ccc(CNC(=O)COC(=O)c2ccc3c(c2)OCCO3)cc1	2.6	5	11	2	14	7	-8	1	1.8
Oc1oc(-c2ccccc2)nc1C=Nc1cccc2ccccc12	0.4	9	-4	2	18	13	49	-7	-1.1
COCCNC(=O)CSc1cc(-c2ccccc2)c2ccc(OC)cc2n1	-0.1	7	11	0	7	1	37	-18	1.6

Overlap with the part before: 3 entries; new compounds follow.
SMILES	zVAD death inh	FXIa inh 1536	PGE2 EP2 inh	Wee1 degr inh	FXIIa inh 1536	PPC-1+TRAIL kill	CHOP inhibitor	Tb hexokinase	TNF death inh
COc1ccc(CNC(=O)COC(=O)c2ccc3c(c2)OCCO3)cc1	2.6	5	11	2	14	7	-8	1	1.8
Oc1oc(-c2ccccc2)nc1C=Nc1cccc2ccccc12	0.4	9	-4	2	18	13	49	-7	-1.1
COCCNC(=O)CSc1cc(-c2ccccc2)c2ccc(OC)cc2n1	-0.1	7	11	0	7	1	37	-18	1.6
CCOc1cccc(N(C(=O)C2COc3ccccc3O2)C(C(=O)NC2CCCCC2)c2ccc(O)cc2)c1 (stereo not given)	0.7	12	11	-2	20	20	61	16	2.0
CC(C)(C)C(=O)O/N=C(\N)c1ccc(Br)cc1	1.1	-3	9	0	3	-3	-19	-13	6.5
COc1ccccc1CN1C[C@@H]2C[C@@H](c3cccc(C)n3)N3CCC[C@@]23C1=O	-1.5	0	5	-1	9	2	17	2	1.2
CS(=O)(=O)N(CC(=O)Nc1ccccc1Sc1ccccc1)c1ccc(F)cc1	0.2	6	12	-3	11	-21	24	-3	-3.7
COc1ccc(CCNC(=O)CC2Oc3ccc(Cl)cc3NC2=O)cc1OC (stereo not given)	0.2	1	5	-2	6	11	23	-1	0.7
COc1cc(SC)ccc1C(=O)Nc1ccc2c(c1)OCO2	1.0	2	9	13*	8	42[5 µM]	20	-2	0.6
CC(=O)n1cc(Nc2ccc([N+](=O)[O-])cc2)c2ccccc21	0.0	4	-1	6	9	20	11	2	-1.2
Cn1c(SCC(=O)N2CCN(Cc3ccccc3)CC2)nnc1-c1ccncc1	-1.5	5	9	-2	26	3	24	2	-0.4
O=C(Nc1ccc(F)cc1)Nc1ccc([N+](=O)[O-])cn1	6.8	4	3	-3	10	28	23	3	0.9
CCOc1ccc2ccccc2c1C(=O)N1CCOCC1	0.0	0	7	-2	-13	4	0	0	-0.9
O=C(CSc1nnc2c(Cl)cc(C(F)(F)F)cn12)N(Cc1ccccc1)Cc1ccccc1	x	-4	8	0	-2	13	-1	-10	0.0
O=C(Cn1ncc2c(=O)oc3ccccc3c21)NCC1CCCO1 (stereo not given)	0.2	6	9	1	18	23	15	-2	2.8
NS(=O)(=O)c1cc2c(cc1Cl)NC(C(Cl)Cl)NS2(=O)=O (stereo not given)	2.6	16	10&13	0	3	-3	4	-2	0.4
CCCNC(=O)Cc1cc(=O)[nH]c(=O)[nH]1	-0.5	4	9	-2	6	11	65	0	-0.9
Cc1nnc2sc(SCC(=O)Nc3ccc(Br)cc3)nn2c1=O	0.3	-8	5	-3	6	-22	4	-15	2.1
Cc1cc(C)nc(SCCn2c(N(C)Cc3ccccc3)nc3c2c(=O)n(C)c(=O)n3C)n1	-0.1	4	12	2	8	23	1	0	-0.5
CC(C)CN1CCN(C2CCN(C(C)C)CC2)C(CCO)C1 (stereo not given)	-0.4	-2	2	2	6	16	-2	5	0.1
CC(C)NC(=O)/C(C#N)=C/c1cccc(NC(=O)c2ccccc2Cl)c1	0.0	5	13	2	2	15	-56	30	-3.9
COc1cc(/C=C/c2cc(C(F)(F)F)[nH]c(=O)n2)cc(OC)c1OC	-1.2	7	8	-2	10	5	27	-28	-11
CCCCNC(=O)Cn1nc([N+](=O)[O-])c([N+](=O)[O-])c1C	-0.1	2	10	4	4	10	30	28	1.2
O=c1oc2ccc(Cl)cc2nc1/C=C(\O)c1ccco1	31	1	2	1	10	12	19	-33	-5.5
Cc1onc(-c2ccc(Cl)cc2)c1-c1ccnn1S(=O)(=O)c1ccc(Cl)cc1	0.8	4	5	-4	4	-3	58	-1	-0.2
Cc1cc(C)nc(SC(C(=O)O)c2ccccc2)n1 (stereo not given)	0.2	7	4	-2	11	21	36	3	1.4
Cc1ccc(N2C(=O)C(Cl)=C(N3CCN(C)CC3)C2=O)c(C)c1	0.7	-8	18	-2	2	20	19	2	-1.1
Cc1c(Cl)c([N+](=O)[O-])nn1CCCC(=O)Nc1sc2c(c1C(N)=O)CCC(C)C2 (stereo not given)	x	0	3	1	7	7	67	6	0.7
(list continues)
SMILES	zVAD death inh	FXIa inh 1536	PGE2 EP2 inh	Wee1 degr inh	FXIIa inh 1536	PPC-1+TRAIL kill	CHOP inhibitor	Tb hexokinase	TNF death inh
COc1ccc(CC(=O)Nc2nnc(C(C)(C)C)s2)cc1OC	0.1	-4	11&5	2	3	-3	2	-1	-1.7
O=C1CN(C(=O)COC(=O)CNC(=O)c2ccccc2)c2ccccc2N1	0.9	-4	9	-1	7	14	3	31	1.3
NS(=O)(=O)c1ccc(CNC(=O)C2(c3ccc(Cl)cc3)CC2)cc1	1.3	2	7	0	3	12	-1	0	2.1
Cc1ccccc1NC(=O)C(C)O/N=C/c1cccc([N+](=O)[O-])c1 (stereo not given)	-0.9	0	15	0	-1	-14	22	-8	-2.3
O=C(COC(=O)c1ccccc1Nc1cccc(C(F)(F)F)c1)NCc1ccco1	0.7	-1	10	0	6	2	79*	0	-6.4
COc1ccc(N2CCN(C(=S)Nc3ccc(C)cc3C)CC2)cc1	2.4	-2	12	-2	8	3	-2	-1	0.1
Cc1ccc(NC(=S)N(CCN(C)C)C(C)c2ccco2)c(C)c1 (stereo not given)	-0.8	-6	5	-3	1	-14	7	-5	0.0
CC(=O)OC12CC3CC(C1)C(=NO)C(C3)C2	-1.1	4	9	-1	16	4	28	5	-0.1
COc1cc2c(cc1NC(=O)C(C)N1CCN(S(=O)(=O)c3ccc(C)c(C)c3)CC1)oc1ccccc12 (stereo not given)	0.7	-2	4	-2	5	7	20	-30	-2.3
O=C(NC(=S)Nc1cccc(NC(=O)c2ccccc2Cl)c1)c1cccs1	x	9	8	7	15	17	19	-7	-1.6
C/C(=N\NC(=O)COc1ccccc1-c1ccccc1)c1ccc(O)cc1O	5.1	-3	1	-1	8	29	104*	-17	-8.7
Cc1cccc(-n2cc(CN3CCN(c4ccccn4)CC3)c(-c3cccc(F)c3)n2)c1	-0.1	-2	0	6	3	15	19	0	-0.8
CCOC(=O)N1CCN(C(=O)CCc2c(C)nc3c(c(C)nn3-c3ccc(C)c(C)c3)c2C)CC1	-1.6	-13	6	2	-12	6	52	-3	0.7
CCCOc1ccc(N2C(=O)CC(SCc3nc4ccccc4[nH]3)C2=O)cc1 (stereo not given)	-2.1	30	6	-1	21	8	1	7	1.1
CCOC(=O)CSC1=C(C#N)C(c2ccc(C)cc2)C(C(=O)OC)C(=O)N1 (stereo not given)	0.1	1	18	0	10	48	20	-16	-0.1
CCOC(=O)C1CCN(c2nc3ccccc3nc2C(C#N)C(=O)OCCOC)CC1 (stereo not given)	-1.3	6	12	0	7	6	5	-10	-2.6
CC1(C)CC2CC(C)(CN2S(=O)(=O)c2ccc(C(=O)Nc3cc(S(=O)(=O)N4CCOCC4)ccc3Cl)cc2)C1 (stereo not given)	0.7	4	9	5	3	24	22	9	4.0
CN(C(=S)NC(=O)CCCOc1ccc(Cl)cc1Cl)c1ccccc1	-0.6	0	10	-1	4	38	65	6	-1.5
C=CCn1c(O)c(C(CC)=Nc2ccccc2NC(=O)CC)c(=O)[nH]c1=O	2.6	-7	2	-3	-2	5	-10	-2	-0.2
CC(O)COc1ccc(/C(=N/O)c2ccccc2)cc1 (stereo not given)	0.4	3	6	-1	14	20	7	0	-0.9
NC(=S)Nc1cccc(-c2n[nH]c(=S)o2)c1	-0.7	-1	26	1	7	1	18	-5	0.6
C=CCOc1ccc(CN(C)CC(=O)Nc2ccccc2[N+](=O)[O-])cc1	0.6	0	8	3	9	7	32	0	0.8
CCCCCCOc1ccc(C(CC(=O)NC)C(=O)O)cc1 (stereo not given)	2.3	0	7	-1	7	6	-5	1	-0.1
